OPRM1-OPRD1 inv: inverse agonist of human OPRM1-OPRD1 heterodimerization. cell-based MOR-DOR heterodimer luminescence, inverse agonism. inhibition, % at 9.3 µM. hit rate 0.21% among 340,000. AID 504357. P35372+P41143; in the data active = inhibition above about 22%, passing the limit was not always enough;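 note: 0% = cells with DMSO and 100% = wells without cells with DMSO; values of inactives mirror those of a sister screen read the other way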
Keap1-Nrf2 PPI: Keap1-Nrf2 (human) interaction inhibition | Q14145 | Keap1 Kelch-Nrf2 peptide fluorescence polarization, 1536-well | inhibition, % at 9.4 µM | hit rate 0.15% among 340,000 | AID 504523; in the data active = inhibition above about 12%;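 note: human Keap1 Kelch domain with fluorescein labeled Nrf2 9mer peptide probe; 0% = neutral control wells and 100% = peptide positive control; higher means more block of Keap1 binding to Nrf2 peptide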
DSG3 Ab inh: inhibitors of pemphigus antibody binding to human desmoglein-3 | hit rate 0.48% among 310,000 | DSG3-coupled beads, scFv-anti-DSG3-GFP binding, flow cytometry; active compounds read low | P32926 | binding (percent of control), % at 10 µM;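 active = binding more than 3 SD below its plate's average and above zero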;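 note: hits lower antibody fragment binding to DSG3; some compounds called inactive have numbers as strong as hits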
Target sequence (P32926 whole entry, looked up, the tested form may be a part): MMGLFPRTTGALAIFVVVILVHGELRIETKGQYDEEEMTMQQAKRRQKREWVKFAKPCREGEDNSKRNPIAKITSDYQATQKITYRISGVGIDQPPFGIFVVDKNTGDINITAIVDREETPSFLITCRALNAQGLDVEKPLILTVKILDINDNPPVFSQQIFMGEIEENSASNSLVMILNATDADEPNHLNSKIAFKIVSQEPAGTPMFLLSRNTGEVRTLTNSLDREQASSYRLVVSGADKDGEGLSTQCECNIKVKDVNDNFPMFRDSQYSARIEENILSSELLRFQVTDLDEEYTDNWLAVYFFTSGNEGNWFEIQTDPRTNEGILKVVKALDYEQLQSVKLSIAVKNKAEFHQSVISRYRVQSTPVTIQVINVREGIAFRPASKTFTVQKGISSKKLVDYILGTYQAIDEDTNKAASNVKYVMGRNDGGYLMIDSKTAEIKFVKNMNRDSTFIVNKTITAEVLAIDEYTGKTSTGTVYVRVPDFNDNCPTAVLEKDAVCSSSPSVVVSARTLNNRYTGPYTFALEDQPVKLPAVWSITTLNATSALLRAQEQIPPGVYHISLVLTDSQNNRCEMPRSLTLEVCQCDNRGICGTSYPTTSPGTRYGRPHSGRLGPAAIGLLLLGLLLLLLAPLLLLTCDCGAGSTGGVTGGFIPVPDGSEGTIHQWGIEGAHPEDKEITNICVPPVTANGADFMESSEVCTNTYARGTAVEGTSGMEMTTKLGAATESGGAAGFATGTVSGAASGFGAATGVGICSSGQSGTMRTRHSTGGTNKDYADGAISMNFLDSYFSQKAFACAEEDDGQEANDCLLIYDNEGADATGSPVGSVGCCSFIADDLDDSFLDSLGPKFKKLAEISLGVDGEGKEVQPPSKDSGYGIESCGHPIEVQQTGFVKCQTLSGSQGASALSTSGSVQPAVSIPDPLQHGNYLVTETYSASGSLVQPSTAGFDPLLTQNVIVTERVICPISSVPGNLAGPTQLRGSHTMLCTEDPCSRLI
Cardiac RTF inh: cardiac RTF calcium desensitization. P19429+P45379. IANBD-labeled cardiac RTF, Ca2+ fluorescence. inhibition, % at 7.15 µM. hit rate 0.12% among 340,000;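 active = inhibition above the mean inhibition of all tested compounds plus 3 SD, cut at about 17% in these data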;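 note: assay run at fixed EC70 calcium of 1.6 mM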
LANA DNA inh: KSHV C-LANA DNA binding inhibition. MBP-C-LANA/FAM-LBS DNA binding, fluorescence polarization. inhibition, % at 9 µM. hit rate 0.078% among 340,000;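 active = highest replicate inhibition at or above 60% at 9 µM, even if other replicates fall short; inactive = all replicates below 60% inhibition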;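 note: 0% = neutral control wells and 100% = 4 µM acridine orange control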
V-ATPase pH: yeast V-ATPase proton transport regulation by pHLuorin; S. cerevisiae, pHLuorin cytosolic pH fluorescence; response, % at 10 µM; hit rate 0.37% among 350,000; in the data active = response mostly above about 7.3%, no sharp cut-off; inactive = mostly below about 5.4%; note: actives read high; inactives centre near 0; some compounds called inactive have numbers as strong as hits; reference of the scale not given here
OPRM1-OPRD1 ag: agonists of human mu-delta opioid receptor heterodimerization; activation, % at 9.3 µM; hit rate 0.3% among 340,000; cells, OPRM1-OPRD1 heterodimerization, luminescence; AID 504326; in the data active = activation above about 18%;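 note: 0% = vehicle-treated cells and 100% = reference agonist; values of inactives mirror those of a sister screen read the other way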
Arr AP2 block: blocks beta-arrestin peptide binding to AP2 adaptin | FITC-arrestin peptide / GST-AP2 beads, flow cytometry; AP2 beta2 appendage carries R879A mutation | inhibition, % at 10 µM | hit rate 0.31% among 340,000 | AID 504490;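 active = inhibition above a set limit, near 3 SD of compounds lacking own fluorescence, cut at about 54% in these data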;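 note: plate controls were DMSO wells for no effect and 5 µM unlabelled arrestin peptide for full effect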
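Material – GST-tagged AP2 beta2-adaptin appendage (R879A) on 4 µm glutathione beads · Probe or stimulus – fluorescein-tagged arrestin peptide at 50 nM final · Timing – 12 min plus 1 h, RT · Detection – bead flow cytometry, FITC channel · Read-out basis – inhibition as reduced fluorescein signal on beads, percent · Medium – PBS plus Tween 20 (0.05%) and BSA (0.1%)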
RTF Ca sens act: increases calcium sensitivity of human cardiac regulated thin filaments. P19429+P45379. IANBD-labeled TnC RTF fluorescence at EC20 calcium; 0% EC20 calcium, 100% full calcium. activation, % at 7.2 µM. hit rate 0.24% among 340,000. AID 493008;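 active = activation above the mean over all tested compounds plus 3 SD, cut at about 30% in these data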;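 note: rise in fluorescence read as greater calcium sensitivity of cardiac thin filaments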
Wnt act: activates Wnt/beta-catenin signaling in a reporter cell assay. activation, % at 9.35 µM. hit rate 1.2% among 300,000. activator, plate reader; in the data active = activation above about 30%, passing the limit was not always enough;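 note: 0% = neutral control wells and 100% = positive control wells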
Starred values were filed as active, the others as inactive; · = no result given.

Every second line gives: OPRM1-OPRD1 inv	Keap1-Nrf2 PPI	DSG3 Ab inh	Cardiac RTF inh	LANA DNA inh	V-ATPase pH	OPRM1-OPRD1 ag	Arr AP2 block	RTF Ca sens act	Wnt act
1: N#C/C(=C\c1ccc(N2CCOCC2)o1)C(=O)NC1CCCCC1
→ 22	-112	102	-62	-33	1	-4.4	2	45*	10
2: CN(C)CCN(CC1CCCN(Cc2ccccc2F)C1)C(=O)c1ccc(F)cc1 (centres undefined)
→ 11	0	94	-2	-0.4	0	-2.1	4	-5	1
3: CCCN(CC(=O)Nc1ccc(F)c(F)c1F)C(=O)c1ccc(=O)n(Cc2ccccc2)n1
→ 11	4	95	0	1.3	4	-2.0	18	-9	-2
4: Cc1noc(C)c1NC(=O)Nc1ccc2c(c1)C(=O)N([C@H](C)CO)C[C@H](C)[C@@H](CN(C)S(=O)(=O)c1c(C)noc1C)O2
→ 15	-5	103	-3	0.4	-1	-2.6	8	-7	-2
5: CC(=O)NC1C(=O)N=C(SCC(=O)Nc2c(C)cccc2C)NC1=O (centres undefined)
→ 15	-2	109	-4	-1.1	0	-3.2	-13	-6	-1
6: COc1ccc2c(c1)CCc1cn3ncc(C#N)c3nc1-2
→ 0	-2	98	0	0.7	-4	-0.1	-3	4	-6
7: CC(NC(=O)Cc1ccccc1)c1nc2ccccc2[nH]1 (centres undefined)
→ -6	-6	106	4	-0.6	2	1.0	0	1	0
8: Cc1nn(C(=O)N(C)C)c(C)c1CN1C(=O)c2ccccc2C1=O
→ 7	-2	110	4	-4.2	0	-1.4	13	-3	-1
9: CC1CCCCN1C(=O)C(Cc1ccccc1)N1C(=O)C2CCCCC2C1=O (centres undefined)
→ 2	-4	104	-14	-0.3	1	-0.3	10	4	-1
10: COc1ccc([N+](=O)[O-])cc1N(CC(=O)N(C)C)S(C)(=O)=O
→ 6	1	100	-8	0.6	0	-1.0	-11	3	-1
11: COc1ccc2cc(C#N)c(N3CCN(Cc4nnnn4CCC(C)C)CC3)nc2c1
→ 5	-6	83	2	-0.7	0	-0.9	43	0	-5
12: Cc1ccccc1C(=O)N1CCc2cc(-c3nc(NC(=O)Cc4ccc5c(c4)OCO5)sc3C)ccc21
→ -3	-6	84	-9	0.9	5	0.6	-8	-14	·
13: O=[N+]([O-])c1ccccc1N(CC1CO1)S(=O)(=O)c1ccccc1 (centres undefined)
→ 3	2	91	-11	2.0	2	-0.5	0	1	-1
14: COc1cc(=O)[nH]c(SC(C)C(=O)Nc2cccc3ccccc23)n1 (centres undefined)
→ 3	3	106	8	0.2	1	-0.6	22	-3	1
15: Cn1ncc(C#N)c1NC(=O)C1CC(c2ccc(Cl)cc2)=NO1 (centres undefined)
→ 16	-5	102	7	0.1	2	-2.6	-10	2	·
16: Cc1ccccc1OCC(=O)Nc1cccc(S(=O)(=O)NC2=NCCCCC2)c1
→ 1	-7	96	-5	-1.4	0	-0.2	5	0	-1
17: O=C1CCCc2nc3c(cc21)C(O)Oc1c-3ccc2ccccc12 (centres undefined)
→ -15	0	107	8	-0.3	-2	2.8	42	-2	0
18: COc1ccc(CNCCCSc2ncccn2)c(OC)c1
→ 0	-5	120	-1	3.4	-3	0.0	9	1	0
19: CCOC(=O)c1c(NC(=O)c2c(C)noc2C)sc2c1CCCCC2
→ 6	-6	105	0	0.4	-4	-1.1	2	1	·
20: COc1cccc(NC(=O)CCCOc2cc(=O)n(C)c3ccccc23)c1
→ 7	-1	98	4	-1.0	-4	-1.2	28	-4	·
21: COc1ccc(CCN(CC(=O)NC(C)(C)C)C(=O)Cn2nnc(-c3ccc(C)o3)n2)cc1OC
→ 2	2	103	-8	-1.1	2	-0.3	13	-5	-1
22: Cc1nc2ccc(NC(=O)Cc3c(F)cccc3Cl)cc2s1
→ 11	0	100	-2	-2.3	-2	-2.0	44	1	39*
23: O=C(COC(=O)c1ccccc1)NC1CCCC1
→ 17	-6	509	-8	-2.3	263*	-3.7	9	1	6
24: CCOc1cc(NC(=S)NCCCN2CCOCC2)c(OCC)cc1NC(=O)CC(C)C
→ 12	-5	99	-9	1.4	0	-2.3	-2	3	-2
25: CCC(C)c1ccc(NC(=S)NN2CCOCC2)cc1 (centres undefined)
→ 17	-2	112	3	0.7	-1	-3.3	-6	-4	·
26: O=C(CSCc1ccc([N+](=O)[O-])cc1)NC1CC2CCC1C2 (centres undefined)
→ 2	-2	101	-4	-0.7	-1	-0.3	-3	1	·
27: Cc1nnnn1-c1cccc(C(=O)O)c1
→ 9	0	94	-9	1.4	-2	-1.5	-3	10	·
28: COc1ccc(CN([C@H](C)CO)S(=O)(=O)N(Cc2ccccc2)[C@H](CO)C(C)C)cc1
→ -13	-5	107	3	-0.8	-1	2.1	-12	-3	-3
29: Cc1ccc(NC2CCCN(C(=O)CCC3=NNC(=O)CC3)C2)cc1C (centres undefined)
→ 10	-5	·	-8	-1.9	0	-2.0	9	-4	-1
30: Cc1ccc(NCC(=O)N/N=C/c2cc3ccccc3nc2Cl)cc1
→ 5	1	100	-16	0.6	-1	-0.9	-3	15	·
31: CC(C)c1ccccc1NS(=O)(=O)c1cccs1
→ -1	5	·	2	-0.2	-3	0.1	2	-2	1
32: CCCn1c(=O)c2c(ncn2C)n(CCC)c1=O
→ 2	-4	109	-2	-2.7	-2	-0.4	-3	-3	-1
33: CCOc1ccc(NC(=O)N(CCN(C)C)C(C)c2cccnc2)cc1 (centres undefined)
→ 8	-1	93	-2	-0.2	4	-1.6	4	1	7
34: COc1ccc(CCNC(=O)c2ccccc2NS(=O)(=O)c2cc(C(=O)O)ccc2OC)cc1
→ 5	-4	·	-5	-0.5	-3	-0.6	2	1	4
35: CC(C)OCCCn1c(SC(C)C(=O)NCC2CCCO2)nc2cc(Cl)ccc2c1=O (centres undefined)
→ 10	-3	95	3	1.2	7	-2.0	10	1	0
36: CCCCCc1nnc(NC(=O)Cn2cnc3ccccc3c2=O)s1
→ -2	-6	111	2	1.2	-1	0.3	3	9	·
37: CCN(CC)C(=O)Cn1ncc2c1-c1ccccc1OC2
→ -7	-7	105	5	0.1	-4	1.3	3	0	1
38: CCC(C(=O)NC1CCCC1)N(C(=O)c1snc(C(N)=O)c1N)c1ccc2c(c1)OCCO2 (centres undefined)
→ 13	-1	107	2	0.7	-1	-2.3	1	0	-1
39: N#Cc1c(SCc2cccc(Cl)c2)sc(C(=O)c2ccccc2)c1N
→ 6	-4	·	-2	-0.5	-3	-1.5	11	-2	·
40: O=c1[nH]c(CSc2ncccn2)nc2c1cnn2-c1ccccc1
→ 8	3	110	6	3.5	-4	-1.5	33	-2	1
41: Nn1c(SCc2c(F)cccc2F)nnc1-c1ccccn1
→ 11	-2	110	-2	-0.2	4	-2.2	-16	-2	43*
42: CCOC(=O)N1CCN(C(=O)c2c(N)no[n+]2[O-])CC1
→ -13	-4	112	-1	0.9	-4	2.7	-6	3	·
43: O=S(=O)(Nc1cccc(-c2ccc(N3CCCCCC3)nn2)c1)c1cccc(F)c1
→ -11	1	99	1	2.5	-2	2.0	6	1	29
44: Cc1ccc(C2=Nc3ccccc3SC(c3cccc([N+](=O)[O-])c3)C2)cc1 (centres undefined)
→ 7	2	95	-4	1.7	-2	-1.4	-2	-2	7
45: COc1ccccc1NC(=O)c1ccc(CN2CCOCC2)cc1
→ 10	-1	111	-5	0.3	1	-1.7	-5	-2	·
46: O=C(OCCOc1cccc(Cl)c1)c1ccc2ncsc2c1
→ -4	-4	·	-9	-1.0	3	0.7	-7	-2	3
47: O=C(c1ccc(-c2ccccc2Cl)o1)N1CCC1
→ 15	-1	114	-1	0.5	-3	-2.2	3	-1	20
48: COc1ccc(CCNC2=CC(=O)CC(C)(C)C2)cc1
→ 7	0	·	-4	-2.9	-4	-1.5	-8	0	9
49: COc1ccc2[nH]c3c(c2c1)CCN1C(=O)C(CC(=O)NCc2ccc(OC)c(OC)c2)C[C@H](C(=O)N2CCCCC2)[C@@]31CCc1ccccc1 (some centres undefined)
→ 5	-5	102	-2	1.0	1	-1.0	-21	0	-4
50: O=C(CN(Cc1ccccc1)C(=O)CSc1nnc(COc2ccccc2)o1)NC1CCCC1
→ 3	-4	109	-11	-0.5	7	-0.6	4	2	-4
51: Cc1cc(C)n2nc(N)c(N=Nc3ccccc3)c2n1
→ 21	0	·	5	-1.1	-1	-4.3	-14	-10	-1
52: COc1ccc2oc(C(=O)c3ccccc3)c(NC(=O)CN3CCN(C)CC3)c2c1
→ 15	4	108	-10	1.6	-2	-2.6	4	6	·
53: O=S(=O)(Nc1ccc(-c2cnco2)cc1)c1ccccc1
→ 10	-1	103	2	-1.3	-2	-1.9	-6	-5	4
54: CCOC(=O)[C@H]1[C@H]2COc3cc(OC)ccc3[C@@H]2N2C(=O)CN(Cc3ccc(OC)cc3)C(=O)[C@@]12C
→ 4	0	99	-10	-2.7	-5	-0.8	1	6	0
55: O=P(O)(CP(=O)(c1ccccc1)c1ccccc1)c1ccccc1
→ -1	-5	101	-4	-1.2	-1	0.2	-4	-4	-2
56: FC(F)(F)c1ccnc(Sc2n[nH]c(C(F)(F)F)n2)c1
→ 0	-3	110	-2	-0.3	9	0.0	2	-1	2

Assay outcomes as filed in PubChem BioAssay.
